FUS suppressor = suppressors of FUS proteinopathy in yeast | S. cerevisiae FUS-expressing, growth rescue, OD600, 24 h | 390,000 compounds, 0.24% hits | Potency, µM (top dose mostly 76.6 µM), without a hit: at the top dose growth rescue (activation), usual class: activators;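 also: potency is read from the fitted curve at half-maximal effect; plate controls were DMSO vehicle for no effect and reference control for full effect; nearly all actives have a fitted effect of over 55% in size; some results filed as inactive show a strong effect at the top dose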
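Yeast FUS proteinopathy model; galactose-induced FUS (2%), starting OD 0.005. Cpds in dilution series, 24hr, 30C, 99% humidity. Abs 600 nm growth. Pos ctrl CP55940 (top 92uM final); neg ctrl DMSO.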
aSyn rescue = alpha-synuclein toxicity inhibition in yeast. Yeast expressing alpha-synuclein, growth rescue, BacTiter-Glo, 24 h. Potency, µM (titrated, usually from 46.1 µM), for inactives: at the highest dose growth rescue (activation), most hits filed as activators. 370,000 compounds, 0.14% hits. AID 652106; also: potency is read from the fitted curve at half-maximal effect; % of control where 0% means no effect; nearly all actives have a fitted effect of over 65% in size
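Galactose-induced alpha-syn yeast (OD600=0.02, raffinose-pregrown) + pinned cpd, 24 hr, 30 deg C; growth by BacTiter-Glo luminescence. Growth restoration scores as activation.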
EPAC2 antag = antagonists of human EPAC2 | EPAC2 GEF exchange of Rap1B-BODIPY-GDP, fluorescence | AID 720708 | 360,000 compounds, 0.18% hits | Potency, µM (top dose mostly 114 µM), for the others: at the top dose activity, negative = inhibition, usual class: inhibitors; also: potency is read from the fitted curve at half-maximal effect; % is scaled to controls: 0 for no effect and ±100 for the full control effect; nearly all actives have a fitted effect of over 45% in size; many of its hits are not listed in these tables
Target sequence (Q8WZA2 whole entry, looked up): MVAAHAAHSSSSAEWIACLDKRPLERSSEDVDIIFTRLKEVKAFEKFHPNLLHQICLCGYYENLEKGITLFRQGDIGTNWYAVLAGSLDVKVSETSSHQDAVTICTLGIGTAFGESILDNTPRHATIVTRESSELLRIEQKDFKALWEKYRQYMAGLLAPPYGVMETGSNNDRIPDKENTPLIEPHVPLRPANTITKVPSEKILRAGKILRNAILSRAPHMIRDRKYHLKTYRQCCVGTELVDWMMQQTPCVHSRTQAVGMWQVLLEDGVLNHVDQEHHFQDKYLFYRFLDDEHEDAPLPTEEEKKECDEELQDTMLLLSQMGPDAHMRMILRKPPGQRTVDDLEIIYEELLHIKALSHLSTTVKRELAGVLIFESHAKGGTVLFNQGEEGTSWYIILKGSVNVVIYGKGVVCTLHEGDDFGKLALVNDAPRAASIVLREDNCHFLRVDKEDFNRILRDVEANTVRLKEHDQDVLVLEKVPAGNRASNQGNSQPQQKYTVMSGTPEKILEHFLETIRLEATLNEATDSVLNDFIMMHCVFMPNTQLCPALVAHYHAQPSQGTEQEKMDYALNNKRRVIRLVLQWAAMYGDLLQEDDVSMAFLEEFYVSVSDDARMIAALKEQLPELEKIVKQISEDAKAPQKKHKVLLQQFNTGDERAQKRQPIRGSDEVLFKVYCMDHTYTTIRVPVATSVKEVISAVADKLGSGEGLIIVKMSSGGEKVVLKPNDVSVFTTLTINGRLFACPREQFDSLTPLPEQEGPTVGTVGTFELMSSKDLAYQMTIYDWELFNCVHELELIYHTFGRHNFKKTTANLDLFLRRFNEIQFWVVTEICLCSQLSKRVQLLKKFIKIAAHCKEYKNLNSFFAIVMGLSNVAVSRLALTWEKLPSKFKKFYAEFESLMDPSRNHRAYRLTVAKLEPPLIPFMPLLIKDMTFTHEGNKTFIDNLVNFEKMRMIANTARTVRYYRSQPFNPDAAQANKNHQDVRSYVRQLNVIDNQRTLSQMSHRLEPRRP
TDP43 rescue = TDP-43 toxicity inhibition in yeast | TDP-43 expressing yeast growth rescue, BacTiter-Glo, 24 h | Potency, µM (series often up to 46.1 µM), for the others: top-dose growth rescue (activation), usual class: activators | 410,000 compounds, 1.8% hits | AID 652104; also: potency is read from the fitted curve at half-maximal effect; % of control where 0% means no effect; nearly all actives have a fitted effect of over 50% in size
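Galactose-induced TDP-43 yeast, OD600=0.02, compound pinned; 24 hr, 30 deg C; BacTiter-Glo luminescence for growth. Inhibitors of TDP-43 toxicity read as activators.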
Abeta yeast res = restores growth of yeast expressing A-beta42 peptide; yeast expressing A-beta42, growth rescue, OD600, 48 h; response scale: 0% DMSO, 100% iron-clioquinol control; Potency, µM (doses to about 46.1 µM), inactives show top-dose growth rescue, actives largely listed as activators; 410,000 compounds, 0.063% hits; AID 1347071; also: potency is read from the fitted curve at half-maximal effect; nearly all actives have a fitted effect of over 55% in size
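Growth rescue measured by 600 nm absorbance after 48 h yeast culture at 30 C with compound. Values normalized between DMSO and an equimolar ferric chloride plus clioquinol control.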
D3 antag = blocks the human D3 dopamine receptor. AID 652054. D3R cells, DiscoveRx beta-arrestin luminescence, antagonist mode; hits give low values. max response, negative = inhibition, %. P35462. 360,000 compounds, 2.5% hits; in the data active = max response below about -50%; inconclusive = no clear call, values can overlap the other calls; also: % is scaled to controls: 0 for no effect and ±100 for the full control effect; mostly tested at two doses, the higher about 12 µM
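Cells expressing the human receptor were seeded at 1500 cells/well, incubated overnight at 37 degrees C in 5% CO2, then exposed to library compounds with dopamine controls for 90 minutes at 37 degrees C before luminescent detection.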
EPAC2 agonist = activates human EPAC2 exchange factor; Q8WZA2; EPAC2 activation, biochemical qHTS; response scale: 100% = 6.5 mM cAMP response; Potency, µM (doses to about 154 µM), for inactives: top-dose activation, hits mostly activators; 360,000 compounds, 0.079% hits; also: potency is read from the fitted curve at half-maximal effect; nearly all actives have a fitted effect of over 50% in size
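qHTS, titration series. 100 nM EPAC2 / 250 nM Rap1B-BODIPY-GDP / 50 uM GDP; RT; ex 480/em 540 nm, 5-min reads to 30 min. Norm. to 6.5 mM cAMP = activation.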
DRD3 agonist = agonists of human D3 dopamine receptor; P35462; D3R DiscoveRx beta-arrestin cells, luminescence, 90 min; max activation, %; 410,000 compounds, 0.58% hits; in the data active = max activation above about 30%; also: 0% is about no effect; mostly tested at two doses, the higher about 12 µM
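Cells at 1500/well, incubated overnight, then treated with pinned compounds (dopamine as control) for 90 min at 37 degrees C. DiscoveRx reagent added for 30 - 60 minutes at room temperature; luminescence read.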
Starred values were filed as active, the others as inactive; ? = inconclusive; . = not tested or not shown; & = joins results of further samples; [ ] = dose if it differs, or a comment. Unless noted, calls follow the shape of the dose curve; as a rule, active = well fitted curve in the direction sought with a large enough effect; inconclusive = small, poorly fitted or top-dose-only effect, or another doubt; inactive = no such curve, though single readings can be large; an effect the other way counts as inactive or inconclusive. Not all compounds are listed; count on the stated rates, not on these rows.

smiles | Abeta yeast res | EPAC2 agonist | aSyn rescue | FUS suppressor | TDP43 rescue | DRD3 agonist | EPAC2 antag | D3 antag
O=S(=O)(NCC(c1ccco1)N1CCCCC1)c1ccccc1C(F)(F)F (stereo unspecified) | 2% | 13% | -2%[1.84 µM] | 24% | -12% | 4 | -13% | -19
CC(C)Sc1nnc(-c2ccc(S(=O)(=O)N3CCOCC3)cc2)n1C | -20% | 8% | -4% | -1% | 1% | 2 | 1% | -19
Cc1cc(C)c(NC(=O)COC(=O)Cc2ccsc2)c(C)c1 | 0% | 8% | 13% | 8% | 22% | 1 | 0% | -1
O=S(=O)(/N=C(/Nc1ccccn1)c1ccccc1)c1ccc(F)cc1 | 6% | 1% | 2% | -4% | 9% | -4 | 16% | -2
COc1ccc(CNC(=O)CCCn2nc(C)n3c(cc4sccc43)c2=O)cc1 | 9%&-10% | -6% | 1% | -5%&0% | 13%&19% | 3&6 | 2% | 8
O=c1cnnc(N/N=C/c2c[nH]c3ccccc23)[nH]1 | -1% | -6% | -1% | 13% | -15% | -3 | -5% | 10
CCc1cc(=O)[nH]c(SCc2nc(-c3cccc(Cl)c3)no2)n1 | 0% | . | . | -2% | -10% | 4 | . | .
CC1Cc2cc(/C(O)=C3/C(=O)C(=O)N(CCN4CCOCC4)C3c3ccc(N(C)C)cc3)ccc2O1 (stereo unspecified) | . | 9% | 0% | 38% | 8% | 3 | 5% | -9
Cc1cccc(OCC(=O)N(Cc2ccc(N(C)C)cc2)C2CCS(=O)(=O)C2)c1 (stereo unspecified) | -4% | 5% | -3% | 4% | -12% | -1 | -7% | -3
O=C(c1ccc2c(=O)n3c(nc2c1)CCC3)N1CCCSC1=Nc1ccccc1 | -6% | 2% | 2% | -4% | -1% | 2 | 3% | -4
Cc1nn(-c2ccccc2)c(C)c1C(=O)NNC(=O)C(F)(F)F | -10% | -1% | -1% | -5% | -9% | -4 | 2% | 9
Cc1ccc(NC(=O)CC(C)S(=O)(=O)c2ccc3c(c2)NC(=O)CO3)c(Cl)c1 (stereo unspecified) | 1%&-9% | 3% | -6% | -31%&-30% | -2%&25% | 3&14 | 1% | 16

smiles | Abeta yeast res | EPAC2 agonist | aSyn rescue | FUS suppressor | TDP43 rescue | DRD3 agonist | EPAC2 antag | D3 antag
CSCCC(NS(=O)(=O)c1ccc(C)cc1)C(=O)NCC(C)(C)N1CCOCC1 (stereo unspecified) | 8% | 7% | 0% | -12% | -2% | 2 | 0% | -19
Cc1cccc(OC2(c3ccccc3)OC(=O)c3ccccc32)c1C (stereo unspecified) | 1% | 9% | -7% | 9% | 4% | -15 | -9% | -13
COc1nc(OC)nc(N2CCC(C(=O)NCc3ccco3)CC2)n1 | 9% | -1% | -10% | 12% | 8% | -10 | -20% | 30
CCCOC(=O)Cn1cnc2scc(-c3ccc(OC)cc3)c2c1=O | 0% | 9% | 10% | 16% | 11% | 1 | -18% | 5
O=C(Nc1ccncc1)C1CC1c1ccccc1 (stereo unspecified) | 4% | -7% | -14% | -8% | -6% | 4 | 8% | 20
O=C(CCN1CCN(C(c2ccccc2)c2ccccc2)CC1)N/N=C/c1ccc(O)cc1O | -15% | -2% | -1% | . | 12% | -10 | -12% | ?
COCCn1c(SCC(=O)Nc2cccc(S(N)(=O)=O)c2)nc2cc(Cl)ccc2c1=O | -4% | 17% | -1% | 31% | -5% | -5 | -10% | -4
CC(C)(C)c1ccc(C(=O)NCC(=O)OCC(=O)N2CCCC2)cc1 | 3% | 5% | 7%[1.84 µM] | 5% | 16% | 8 | 4% | -10
c1ccc2c(CN3CCOCC3)c3ccccc3c(CN3CCOCC3)c2c1 | -4% | 2% | 6% | -3% | -15% | 7 | -2% | 6
[O-]/[N+](=C/c1ccc(F)cc1)c1ccc(Cl)cc1 | -4% | 8% | -9% | 3% | 2% | -9 | 3% | -22
CCOC(=O)N1CCN(CC(O)COc2ccc(C(C)C)c(C)c2)CC1 (stereo unspecified) | -18% | 3% | 8% | -21% | 9% | 1 | -4% | -1
Cc1nn(C(=O)CCCn2cc([N+](=O)[O-])cn2)c(C)c1Cl | -11% | 6% | 10% | 7% | ? | -1 | -4% | 8

Compound profiles (already shown). Values in the order: Abeta yeast res | EPAC2 agonist | aSyn rescue | FUS suppressor | TDP43 rescue | DRD3 agonist | EPAC2 antag | D3 antag
Listed for [O-]/[N+](=C/c1ccc(F)cc1)c1ccc(Cl)cc1 = -4% | 8% | -9% | 3% | 2% | -9 | 3% | -22
Listed for O=S(=O)(NCC(c1ccco1)N1CCCCC1)c1ccccc1C(F)(F)F (stereo unspecified) = 2% | 13% | -2%[1.84 µM] | 24% | -12% | 4 | -13% | -19
Listed for Cc1cc(C)c(NC(=O)COC(=O)Cc2ccsc2)c(C)c1 = 0% | 8% | 13% | 8% | 22% | 1 | 0% | -1
Listed for CSCCC(NS(=O)(=O)c1ccc(C)cc1)C(=O)NCC(C)(C)N1CCOCC1 (stereo unspecified) = 8% | 7% | 0% | -12% | -2% | 2 | 0% | -19

Further records follow:
smiles | Abeta yeast res | EPAC2 agonist | aSyn rescue | FUS suppressor | TDP43 rescue | DRD3 agonist | EPAC2 antag | D3 antag
O=C1C2CC=CCC2C(=O)N1c1ccc(OCC(O)Cn2nnc3ccccc32)cc1 (stereo unspecified) | 16% | -2% | -9% | 24% | 8% | 11 | 10%[57.1 µM] | 12
CCSc1ncc(Cl)c(C(=O)Nc2ccc(S(=O)(=O)Nc3nccc(C)n3)cc2)n1 | -15% | . | . | 10% | 10% | -14 | . | .
COc1ccc(C(=O)Nc2ccc(NC(=O)c3cccc(F)c3)cn2)cc1 | 13% | -1% | -6% | 16% | -16% | -2 | ? | -6
CCc1cc(=O)oc2c(CNCc3ccc(OC)cc3OC)c(O)c(Cl)cc12 | -6% | -3% | 3% | 21% | 11% | 11 | 2% | -8
Cc1nn(CCCC(=O)Nc2nccs2)c(C)c1[N+](=O)[O-] | 0% | 0% | -1% | 2% | 19% | -9 | -1% | 10
O=S(=O)(Nc1ccccc1N1CCOCC1)c1cccs1 | 4% | -6% | 7% | 0% | 0% | 5 | 15% | ?
COc1ccc2c3c(cccc13)C(=O)CC2 | -20% | 112µM* | 21% | 22% | ? | -9 | 125%[activator] | -1
COC1=C/C(=C/c2c(N)n3nc(CC(=O)N4CCCCC4)sc3nc2=O)C=CC1=O | -14% | -2% | -6% | 37% | 3% | -5 | -8% | 9
C=Cc1ccc(CN2C(=O)N(c3ccc(CC)cc3)S(=O)(=O)c3ccccc32)cc1 | 11% | . | . | 34% | 9% | 2 | . | .
O=C(O)CCSc1nnc(COc2cccc3cccnc23)n1-c1ccccc1 | 7% | 10% | 3% | 21% | -8% | 9 | 2% | 11
Cc1ccc(S(=O)(=O)/N=C(\N)c2ccc(F)cc2)cc1 | 2% | 7% | 6% | -4% | 20% | 3 | 2% | 14
Nc1ccccc1-c1nnc(-c2ccccc2N)n1N | 0% | 6% | 2% | -1% | 1% | 1 | -1% | 1

Part of the list above in order of molar mass, smallest number first:
smiles | Abeta yeast res | EPAC2 agonist | aSyn rescue | FUS suppressor | TDP43 rescue | DRD3 agonist | EPAC2 antag | D3 antag
Cc1ccc(S(=O)(=O)/N=C(\N)c2ccc(F)cc2)cc1 | 2% | 7% | 6% | -4% | 20% | 3 | 2% | 14
Cc1nn(CCCC(=O)Nc2nccs2)c(C)c1[N+](=O)[O-] | 0% | 0% | -1% | 2% | 19% | -9 | -1% | 10
C=Cc1ccc(CN2C(=O)N(c3ccc(CC)cc3)S(=O)(=O)c3ccccc32)cc1 | 11% | . | . | 34% | 9% | 2 | . | .

Going on with the list.
smiles | Abeta yeast res | EPAC2 agonist | aSyn rescue | FUS suppressor | TDP43 rescue | DRD3 agonist | EPAC2 antag | D3 antag
COc1ccc(-c2nc(CN3CCC(C(=O)NC4CCCc5ccccc54)CC3)c(C)o2)cc1OC (stereo unspecified) | -8% | 0% | 9% | 3% | 2% | -8 | 1% | 11
C#CCSc1nc(=O)c2cccnc2n1-c1ccc(C)cc1 | -8% | 11% | 7% | 12% | -11% | -3 | 2% | -9
CCOC(=O)c1cc(=O)n2nc(-c3ccccc3F)nc2s1 | -5% | -9% | 16% | -3% | ? | 5 | 0% | ?
O=C(CCCN1C(=O)[C@H]2CC=CC[C@H]2C1=O)NCc1nc(-c2ccccc2)no1 | 10% | -3% | -1% | -3% | 6% | -5 | -3% | 4
CC(=O)c1csc(COc2cc(Cl)cc(Cl)c2)n1 | 3% | -8% | 1% | 25% | 23% | 9 | 0% | 8
Cc1c(C(=O)NCc2ccccc2C(F)(F)F)sc(=O)n1Cc1ccc2c(c1)OCO2 | 9% | 3% | 2% | -12% | 0% | 0 | 2% | -11
Cc1c(CCOC(=O)c2cc([N+](=O)[O-])cc([N+](=O)[O-])c2)sc[n+]1CC(=O)c1ccc(Br)cc1 | -9% | 6% | 0% | 32% | -3% | 1 | 2% | 2
CCc1ccc(Nc2n[n+](-c3ccccc3)c(-c3ccc(C(=O)O)cc3)s2)cc1 | -2% | 11% | 5% | 6% | 11% | 4 | 5% | 6
O=C(CCCl)Nc1cc(SCCO)cc([N+](=O)[O-])c1 | 7% | -7% | -12% | -1% | -18% | -1 | -3% | 7
O=C(c1nc2ccc(Cl)cn2c1CN1CCCC1)N1CCc2ccccc2C1 | 9% | 8% | 4% | 21% | 2% | -12 | 1% | -11
CN(CCOc1ccccc1)CC(=O)Nc1ccc(Cl)c(S(=O)(=O)N(C)C)c1 | -12% | 12% | -5% | 11% | 12% | 1 | -6% | -8
CCS(=O)(=O)N1CC(=O)N(c2cc(C)cc(C)c2)C(C)(C(=O)NC2CCCCC2)C1 (stereo unspecified) | -12% | . | . | -8% | 11% | -3 | . | .

Grouped by structure, the entries above containing a CF3 group (three)
smiles | Abeta yeast res | EPAC2 agonist | aSyn rescue | FUS suppressor | TDP43 rescue | DRD3 agonist | EPAC2 antag | D3 antag
O=S(=O)(NCC(c1ccco1)N1CCCCC1)c1ccccc1C(F)(F)F (stereo unspecified) | 2% | 13% | -2%[1.84 µM] | 24% | -12% | 4 | -13% | -19
Cc1nn(-c2ccccc2)c(C)c1C(=O)NNC(=O)C(F)(F)F | -10% | -1% | -1% | -5% | -9% | -4 | 2% | 9
Cc1c(C(=O)NCc2ccccc2C(F)(F)F)sc(=O)n1Cc1ccc2c(c1)OCO2 | 9% | 3% | 2% | -12% | 0% | 0 | 2% | -11
